Mtb BioA inh: blocks M. tuberculosis BioA enzyme activity | purified M. tuberculosis BioA enzyme, plate reader | inhibition, % at 9.99 µM | 360,000 tested, 0.096% active | AID 602481; in the data active means inhibition above about 40%
Active calls of the source: *. These rows are one share of the data; count on the stated rates, not on these rows.

SMILES	Mtb BioA inh
COc1ccccc1S(=O)(=O)N[C@H]1CC[C@H](CCNC(=O)C2CCCCC2)O[C@@H]1CO	-1.0
CCCNC(=O)N1[C@H](CO)[C@H](c2ccc(-c3cccc(OC)c3)cc2)[C@@H]1C#N	0.6
C[C@H](O)C#Cc1ccc2c(c1)O[C@@H](CN(C)C(=O)CN(C)C)[C@@H](C)CN([C@@H](C)CO)S2(=O)=O	3.2
C[C@@H]1CN([C@H](C)CO)S(=O)(=O)c2ccc(C#Cc3ccc(F)cc3)cc2O[C@@H]1CN(C)C(=O)CN(C)C	0.6
Cc1ccc(S(=O)(=O)Nc2ccc3c(c2)C(=O)N([C@H](C)CO)C[C@H](C)[C@H](CN(C)C(=O)Cc2ccccc2)OCCCC[C@H](C)O3)cc1	1.0
COc1ccc(S(=O)(=O)Nc2ccc3c(c2)C(=O)N([C@@H](C)CO)C[C@H](C)[C@H](CN(C)C(=O)C2CCCCC2)OCCCC[C@@H](C)O3)cc1	-0.2
O=C([C@H]1[C@H](CO)[C@H]2Cn3c(cccc3=O)[C@@H]1N2C(=O)c1ccccn1)N1CCCCC1	0.3
C[C@H](CO)N1C[C@H](C)[C@@H](CN(C)S(=O)(=O)c2ccc(F)cc2)Oc2ccc(NC(=O)C3CC3)cc2CC1=O	6.1
O=C(Nc1ccccc1)Nc1ccc2c(c1)[C@H]1C[C@H](CC(=O)N3CCCCC3)O[C@H](CO)[C@H]1O2	2.5
O=C(C[C@H]1C[C@@H]2c3cc(NC(=O)c4cccnc4)ccc3O[C@@H]2[C@@H](CO)O1)NCc1ccc(Oc2ccccc2)cc1	8.2
CC(=O)N(C)C[C@H]1Oc2ncc(-c3ccc(C(=O)N(C)C)cc3)cc2C(=O)N([C@@H](C)CO)C[C@H]1C	-0.9
CCNC(=O)C[C@H]1CC[C@H]2[C@H](COc3ccc(NC(=O)c4ccc(C(F)(F)F)cc4)cc3C(=O)N2C)O1	2.5
CNC[C@@H]1Oc2ccc(NS(C)(=O)=O)cc2CC(=O)N([C@H](C)CO)C[C@@H]1C	-1.9
O=C(NCC[C@H]1CC[C@@H](NS(=O)(=O)c2ccc(F)cc2)[C@@H](CO)O1)Nc1ccc(F)cc1	-0.7
Cc1ccc(S(=O)(=O)N(C)C[C@@H]2Oc3ccc(NC(=O)Nc4c(C)noc4C)cc3CC(=O)N([C@H](C)CO)C[C@@H]2C)cc1	1.7
CO[C@@H]1CN(C)C(=O)c2ccc(NC(=O)c3ccccc3F)cc2OC[C@@H](C)N(C(=O)c2ccccc2F)C[C@H]1C	-0.9
O=C(Nc1ccc(F)cc1)N[C@H]1CC[C@@H](CC(=O)N2CCCCC2)O[C@H]1CO	2.0
O=C(C[C@H]1CC[C@H](NC(=O)c2ccccc2)[C@@H](CO)O1)Nc1ccc(-c2ccccc2)cc1	-1.8
O=C(C[C@H]1C[C@H]2c3cc(NC(=O)NC4CCCC4)ccc3O[C@H]2[C@H](CO)O1)NCc1ccc2c(c1)OCO2	-2.3
C[C@@H](O)C#Cc1ccc([C@H]2[C@H](CO)N3CCCCN(S(=O)(=O)Cc4ccccc4)C[C@@H]23)cc1	1.0
C[C@H](CO)N1C[C@H](C)[C@H](CN(C)C)Oc2ncc(-c3cccc(C#N)c3)cc2C1=O	-2.7
C[C@@H]1CCCCO[C@H](CN(C)C)[C@H](C)CN([C@H](C)CO)C(=O)c2cc(NC(=O)C3CCCCC3)ccc2O1	-0.4
O=C(NCC[C@@H]1CC[C@@H](NC(=O)Nc2cc(F)ccc2F)[C@@H](CO)O1)Nc1ccc(Cl)cc1	-0.4
COc1ccc(NC(=O)N(C)C[C@@H]2Oc3ccc(NC(=O)Nc4ccc(F)cc4)cc3CC(=O)N([C@H](C)CO)C[C@@H]2C)cc1	5.8
Cc1ccc(S(=O)(=O)Nc2ccc3c(c2)C(=O)N([C@H](C)CO)C[C@@H](C)[C@@H](CN(C)Cc2ccccc2)OCCCC[C@H](C)O3)cc1	0.5
C[C@@H]1CN([C@@H](C)CO)C(=O)Cc2cc(NC(=O)CCN3CCOCC3)ccc2O[C@H]1CN(C)C(=O)Nc1ccc2c(c1)OCO2	-0.3
C[C@@H](NC(=O)C[C@@H]1CC[C@H](NC(=O)c2cccnc2)[C@@H](CO)O1)c1ccccc1	1.0
CCC(=O)Nc1ccc2c(c1)OC[C@@H](C)N(Cc1cccc(F)c1)C[C@H](C)[C@@H](OC)CN(C)C2=O	-0.3
COc1ccc(NC(=O)N(C)C[C@H]2OCCCC[C@H](C)Oc3ccc(NC(=O)NC4CCCCC4)cc3C(=O)N([C@H](C)CO)C[C@@H]2C)cc1	0.8
C[C@H]1CCCCO[C@@H](CN(C)Cc2ccc(C(F)(F)F)cc2)[C@@H](C)CN([C@@H](C)CO)C(=O)c2cc(NC(=O)Nc3cccc4ccccc34)ccc2O1	1.7

Retrieved one by one from the entries so far, three records:
SMILES	Mtb BioA inh
C[C@@H](NC(=O)C[C@@H]1CC[C@H](NC(=O)c2cccnc2)[C@@H](CO)O1)c1ccccc1	1.0
C[C@H]1CCCCO[C@@H](CN(C)Cc2ccc(C(F)(F)F)cc2)[C@@H](C)CN([C@@H](C)CO)C(=O)c2cc(NC(=O)Nc3cccc4ccccc34)ccc2O1	1.7
O=C(Nc1ccc(F)cc1)N[C@H]1CC[C@@H](CC(=O)N2CCCCC2)O[C@H]1CO	2.0

The list goes on:
SMILES	Mtb BioA inh
Cc1ccc(S(=O)(=O)N(C)C[C@@H]2Oc3ccc(NC(=O)Cc4cn(C)c5ccccc45)cc3CC(=O)N([C@@H](C)CO)C[C@@H]2C)cc1	-0.7
CCCNC(=O)[C@@]1(c2ccc([N+](=O)[O-])cc2)CC(=O)N(CC23CC4CC(CC(C4)C2)C3)[C@@H]1c1ccc(CO)cc1I	-1.9
C[C@@H]1CCCCO[C@H](CN(C)C(=O)Nc2ccc(F)cc2)[C@H](C)CN([C@@H](C)CO)C(=O)c2cc(NC(=O)NC3CCCCC3)ccc2O1	0.2
CC(C)NC(=O)N(C)C[C@@H]1OCCCC[C@@H](C)Oc2ccc(NC(=O)CCC(F)(F)F)cc2C(=O)N([C@@H](C)CO)C[C@H]1C	0.0
C[C@H]1CN([C@@H](C)CO)S(=O)(=O)c2ccc(C#CCN(C)C)cc2O[C@H]1CN(C)C(=O)c1ccccc1F	-1.4
O=C(C[C@@H]1C[C@H]2c3cc(NC(=O)c4cccnc4)ccc3O[C@H]2[C@H](CO)O1)NCc1ccccc1F	22
CCCNC(=O)N1C[C@@H](C)[C@@H](OC)CN(C)C(=O)c2cc(NC(C)=O)ccc2OC[C@H]1C	-0.3
CC(C)NC(=O)Nc1cccc2c1O[C@@H](CN(C)S(=O)(=O)c1ccccc1)[C@@H](C)CN([C@@H](C)CO)C2=O	0.1
CCC(=O)N1CCCCN2[C@H](CO)[C@H](c3ccc(-c4cccc(C#N)c4)cc3)[C@@H]2C1	3.6
CO[C@@H]1CN(C)C(=O)c2cc(NS(=O)(=O)c3cccc(Cl)c3)ccc2OC[C@@H](C)NC[C@H]1C	-2.2
C[C@@H]1CN([C@H](C)CO)C(=O)c2cc(NC(=O)c3ccccc3)ccc2O[C@@H](C)CCCCO[C@@H]1CN(C)S(=O)(=O)c1cn(C)cn1	1.9
COc1ccc(NC(=O)Nc2ccc3c(c2)[C@@H]2C[C@H](CC(=O)NCc4ccc5c(c4)OCO5)O[C@H](CO)[C@@H]2O3)cc1	2.0
C[C@@H]1CCCCO[C@H](CN(C)C(=O)Nc2cccc3ccccc23)[C@H](C)CN([C@@H](C)CO)C(=O)c2cc(N(C)C)ccc2O1	2.6
CC(C)NC(=O)N(C)C[C@@H]1Oc2ccc(NC(=O)C3CC3)cc2C(=O)N([C@@H](C)CO)C[C@H]1C	-0.5
CN(C)C(=O)C[C@@H]1CC[C@H](NC(=O)c2ccc(F)cc2)[C@H](CO)O1	2.5

Structural class, the compounds so far with a CF3 group
SMILES	Mtb BioA inh
CCNC(=O)C[C@H]1CC[C@H]2[C@H](COc3ccc(NC(=O)c4ccc(C(F)(F)F)cc4)cc3C(=O)N2C)O1	2.5
C[C@H]1CCCCO[C@@H](CN(C)Cc2ccc(C(F)(F)F)cc2)[C@@H](C)CN([C@@H](C)CO)C(=O)c2cc(NC(=O)Nc3cccc4ccccc34)ccc2O1	1.7
CC(C)NC(=O)N(C)C[C@@H]1OCCCC[C@@H](C)Oc2ccc(NC(=O)CCC(F)(F)F)cc2C(=O)N([C@@H](C)CO)C[C@H]1C	0.0

Other results follow:
SMILES	Mtb BioA inh
COCC(=O)Nc1ccc2c(c1)OC[C@H](C)N(C(=O)NC(C)C)C[C@@H](C)[C@H](OC)CN(C)C2=O	-0.1
CCNC(=O)C[C@H]1CC[C@H]2[C@@H](COC[C@@H](O)CN2Cc2ccccc2F)O1	-0.7
Cn1cnc(S(=O)(=O)N2C[C@@H](O)COC[C@H]3O[C@H](CC(=O)NCc4ccc(F)cc4)CC[C@@H]32)c1	-0.5
O=C(C[C@H]1C[C@@H]2c3cc(NC(=O)c4ccc5c(c4)OCO5)ccc3O[C@@H]2[C@@H](CO)O1)NCc1ccc(Oc2ccccc2)cc1	-1.6
CC(C)C#Cc1ccc2c(c1)O[C@@H](CN(C)C(=O)Cc1ccccn1)[C@@H](C)CN([C@H](C)CO)S2(=O)=O	4.1
C[C@@H]1CN([C@@H](C)CO)C(=O)c2cc(NC(=O)C3CC3)ccc2O[C@@H]1CN(C)C(=O)Nc1cccc2ccccc12	4.0
O=C(C[C@H]1CC[C@@H]2NC[C@@H](O)COC[C@H]2O1)NCCN1CCCCC1	-1.6
N#Cc1ccc(-c2ccc([C@H]3[C@H]4CN(C(=O)Cc5ccccc5)CCCCN4[C@H]3CO)cc2)cc1	-1.6
O=C(C[C@@H]1CC[C@H](NS(=O)(=O)c2ccccc2)[C@@H](CO)O1)NCc1ccccc1F	-1.4
COc1ccc(S(=O)(=O)Nc2ccc3c(c2)C(=O)N([C@@H](C)CO)C[C@@H](C)[C@H](CN(C)Cc2ccc(C(F)(F)F)cc2)OCCCC[C@H](C)O3)cc1	-1.1
C[C@@H]1CN([C@H](C)CO)C(=O)c2cc(NC(=O)CCCN(C)C)ccc2O[C@@H](C)CCCCO[C@@H]1CN(C)C(=O)c1ccccc1	-2.0
Cc1noc(C)c1S(=O)(=O)Nc1ccc2c(c1)C(=O)N([C@H](C)CO)C[C@@H](C)[C@H](CN(C)C(=O)Nc1ccc(C(F)(F)F)cc1)OCCCC[C@@H](C)O2	1.6
COc1ccc(S(=O)(=O)Nc2ccc3c(c2)C(=O)N([C@@H](C)CO)C[C@H](C)[C@H](CN(C)C(=O)Nc2c(C)noc2C)OCCCC[C@@H](C)O3)cc1	-0.2
O=C(Cc1ccncc1)Nc1ccc2c(c1)[C@@H]1C[C@@H](CC(=O)NC3CCCCC3)O[C@H](CO)[C@@H]1O2	0.6
CCN1[C@@H]2c3ccc(-c4ccccc4)c(=O)n3C[C@@H]2[C@@H](CO)[C@@H]1C(=O)NCC(F)(F)F	0.1
CN(C)CCCNC(=O)C[C@@H]1CC[C@@H](NC(=O)Cc2cccnc2)[C@H](CO)O1	-0.2
C[C@H](CO)N1C[C@H](C)[C@H](CN(C)C(=O)Nc2ccccc2)Oc2ccc(NC(=O)Cn3cnnn3)cc2C1=O	-0.2
C[C@@H]1CCCCO[C@@H](CN(C)Cc2ccc(C(=O)O)cc2)[C@@H](C)CN([C@H](C)CO)C(=O)c2cc(NS(=O)(=O)c3cccs3)ccc2O1	-1.0
O=C(C[C@H]1CC[C@H]2[C@@H](COC[C@H](O)CN2C(=O)Nc2ccc(C(F)(F)F)cc2)O1)NCC1CCCCC1	1.2
C[C@H](CO)N1C[C@H](C)[C@@H](CN(C)C(=O)c2ccccn2)Oc2cc(C#Cc3ccc(F)cc3)ccc2S1(=O)=O	1.8
CNC(=O)C[C@@H]1CC[C@H]2[C@@H](COc3ccc(NC(=O)Cc4cccs4)cc3C(=O)N2C)O1	-0.4
CNC[C@@H]1Oc2cc(-c3cccnc3)ccc2S(=O)(=O)N([C@H](C)CO)C[C@H]1C	1.8
C/C=C/c1ccc([C@@H]2[C@@H](CN(C)C(=O)CC)N(C(=O)C3CC3)[C@H]2CO)cc1	-3.5
Cc1noc(C)c1S(=O)(=O)Nc1ccc2c(c1)C(=O)N([C@H](C)CO)C[C@@H](C)[C@@H](CN(C)CC1CCCCC1)O2	0.7
C[C@H]1CN([C@@H](C)CO)C(=O)c2cc(C#CCc3ccccc3)cnc2O[C@@H]1CN(C)Cc1ccc(C(=O)O)cc1	6.1
COc1ccccc1-c1cnc2c(c1)C(=O)N([C@@H](C)CO)C[C@H](C)[C@H](CN(C)C(=O)c1cccnc1)O2	-1.1
C[C@@H]1CN([C@@H](C)CO)C(=O)c2cc(NS(=O)(=O)c3ccccc3)ccc2O[C@H]1CN(C)Cc1ccccc1	-2.2
C[C@@H]1CN([C@@H](C)CO)C(=O)c2cccc(NC(=O)C3CCCCC3)c2O[C@@H]1CN(C)C(=O)Nc1ccccc1	2.8
COc1ccc([Si](C)(C)[C@@H]2[C@@H](CCO)O[C@]3(C(=O)N(Cc4cccc(NC(C)=O)c4)c4ccccc43)[C@H]2C)cc1	1.1
C[C@@H]1CCCCO[C@@H](CN(C)C(=O)Nc2ccc(C(F)(F)F)cc2)[C@H](C)CN([C@H](C)CO)C(=O)c2cc(NC(=O)C3CCCCC3)ccc2O1	-3.8
CO[C@H]1CN(C)C(=O)c2cc(NC(=O)C3CC3)ccc2OC[C@H](C)N(Cc2ccc(F)cc2)C[C@H]1C	-0.9
COc1cccc(C(=O)N2C[C@H]3[C@@H](c4ccccc42)[C@H](CO)N3Cc2ccccc2Cl)c1	-2.6
C[C@@H]1CCCCO[C@H](CN(C)C(=O)c2ccccc2)[C@@H](C)CN([C@H](C)CO)C(=O)c2cc(NC(=O)Nc3cccc4ccccc34)ccc2O1	-5.0

Copied from the list:
`O=C(Cc1ccncc1)Nc1ccc2c(c1)[C@@H]1C[C@@H](CC(=O)NC3CCCCC3)O[C@H](CO)[C@@H]1O2` in Mtb BioA inh is listed with 0.6
`CN(C)C(=O)C[C@@H]1CC[C@H](NC(=O)c2ccc(F)cc2)[C@H](CO)O1` in Mtb BioA inh is listed with 2.5
`C[C@@H]1CN([C@@H](C)CO)C(=O)Cc2cc(NC(=O)CCN3CCOCC3)ccc2O[C@H]1CN(C)C(=O)Nc1ccc2c(c1)OCO2` in Mtb BioA inh is listed with -0.3
`CO[C@@H]1CN(C)C(=O)c2ccc(NC(=O)c3ccccc3F)cc2OC[C@@H](C)N(C(=O)c2ccccc2F)C[C@H]1C` in Mtb BioA inh is listed with -0.9
